KCNK3 block: human KCNK3 channel inhibition, primary screen. CHO-KCNK3 thallium flux, FluxOR fluorescence; hits give low values. B-score at 10 µM. O14649. 340,000 compounds, 0.84% hits;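 active = B-score under library mean minus 4 SD, starting fluorescence ratio at most library mean plus 5 SD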;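 note: more negative B-score means stronger inhibition of thallium flux through KCNK3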
Target sequence (O14649 whole entry, looked up): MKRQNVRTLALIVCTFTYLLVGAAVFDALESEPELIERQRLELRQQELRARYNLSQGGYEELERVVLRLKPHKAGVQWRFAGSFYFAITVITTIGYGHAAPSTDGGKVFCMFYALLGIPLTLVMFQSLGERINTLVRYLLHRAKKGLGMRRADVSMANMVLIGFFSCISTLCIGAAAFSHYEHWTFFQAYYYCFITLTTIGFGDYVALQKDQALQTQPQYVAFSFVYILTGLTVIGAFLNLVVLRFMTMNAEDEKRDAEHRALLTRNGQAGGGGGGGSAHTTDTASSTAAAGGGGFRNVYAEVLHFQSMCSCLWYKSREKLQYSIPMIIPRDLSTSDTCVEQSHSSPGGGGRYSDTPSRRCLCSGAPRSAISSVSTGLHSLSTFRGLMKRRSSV
GSK3A inh: blocks human GSK-3 alpha kinase; ADP-Glo luminescence, 60 min; 320,000 compounds, 0.1% hits; P49840; AID 2650; inhibition, % at 10 µM;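 in the data active = inhibition above about 50%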;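 note: GST-tagged GSK-3 alpha with peptide substrate and 25 µM ATP; 0% = DMSO neutral wells and 100% = GW8510 positive control wells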
Target sequence (P49840 whole entry, looked up): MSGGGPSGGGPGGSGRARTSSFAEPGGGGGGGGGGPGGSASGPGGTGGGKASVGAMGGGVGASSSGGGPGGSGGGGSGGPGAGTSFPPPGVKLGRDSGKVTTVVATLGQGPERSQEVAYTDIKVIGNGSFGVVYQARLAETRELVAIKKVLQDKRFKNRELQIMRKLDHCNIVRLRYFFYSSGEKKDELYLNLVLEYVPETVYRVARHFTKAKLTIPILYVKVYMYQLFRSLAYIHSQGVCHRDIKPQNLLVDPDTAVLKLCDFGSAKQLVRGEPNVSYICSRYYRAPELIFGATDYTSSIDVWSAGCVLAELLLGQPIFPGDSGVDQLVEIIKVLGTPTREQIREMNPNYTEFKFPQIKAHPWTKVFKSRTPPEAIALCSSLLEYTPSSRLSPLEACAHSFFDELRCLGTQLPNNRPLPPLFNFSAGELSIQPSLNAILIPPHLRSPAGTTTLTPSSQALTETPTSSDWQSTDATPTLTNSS
Dyrk1A ADPGlo: Dyrk1A (rat) kinase inhibition | ADP-Glo luminescence, NFATc1 peptide | inhibition, % at 12.5 µM | 310,000 compounds, 0.43% hits | AID 504441; in the data active = inhibition above about 50%;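 note: plate controls were vehicle with enzyme for no effect and no enzyme for full effect; many of its hits are not listed in these tables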
* = called active by the depositor; i = inactive. A portion of the library, so the mix of outcomes need not match the whole.

KCNK3 block	GSK3A inh	canonical_smiles	Dyrk1A ADPGlo
i	-1.2	C[C@@H](C(=O)Nc1ccc(OC(F)F)c(Cl)c1)N1C(=O)C2CC=CCC2C1=O (stereo not given in full)	4.0
i	-2.1	Cc1cc(Nc2nc3ccccc3[nH]c2=O)n(-c2ccccc2)n1	2.4
i	-2.3	CNCC(O)c1ccc(OC(=O)C(C)(C)C)c(OC(=O)C(C)(C)C)c1 (stereo not given)	-1.5
i	-0.6	Cc1nn(CC(=O)NC2CCCC2)c(C)c1[N+](=O)[O-]	5.3
i	-2.6	Fc1ccc2cnc(-c3ccccc3)c(-c3cc(C(F)(F)F)cc(C(F)(F)F)c3)c2c1	-1.7
i	-1.3	CC(NC(=O)C1CCN(C(=O)c2ccc(F)cc2)CC1)c1ccc(S(N)(=O)=O)cc1 (stereo not given)	0.9
i	3.9	CC(C#N)Sc1ccc(S(=O)(=O)N2CCCC2)cn1 (stereo not given)	0.9
i	0.3	CCCN(CC(=O)Nc1cc(C)on1)CC(=O)Nc1ccc(F)c(F)c1F	1.3
i	-0.6	O=C(N[C@@H]1C/C=C\C[C@@H](CC(=O)N(CCO)Cc2ccccc2)C(=O)N[C@@H](c2ccccc2)COC1=O)OCC1c2ccccc2-c2ccccc21	3.3
i	-1.0	NC(=O)C1CCN(c2nc(-c3ccccc3-c3ccccc3)cs2)CC1	-1.5
i	-0.9	Cc1ccc(NC(=O)c2nc[nH]c2C(=O)NCCCCCCNC(=O)c2[nH]cnc2C(=O)Nc2ccc(C)cc2)cc1	10.2
i	-0.4	CSc1ccccc1C(=O)OCC(=O)N1CCCC1=O	1.5
i	-1.7	O=S(=O)(c1ccc2c(c1)OCCO2)N1C[C@@H]2C[C@H]1CN2S(=O)(=O)c1c(F)cccc1F	-0.6
i	-1.0	CC(C)(C)NC[C@@H](O)COc1cccc2c1CCCC2=O	7.8
i	-0.1	COc1ccc(OC)c(NC(=O)CN2C(=O)C(=O)N(Cc3ccccc3)C2=O)c1	6.5
i	0.4	COc1ccc(Cl)cc1NC(=O)CN(C)C(=O)CN1C(=O)NC(C)(C)C1=O	-1.2
i	-4.5	O=C(C[C@@H]1C/C=C\C[C@H](NC(=O)OCC2c3ccccc3-c3ccccc32)C(=O)OC[C@@H]2CCCN2C1=O)N[C@H](CO)Cc1ccccc1	-3.7
i	-3.6	CCN(CC(=O)NCc1ccc(F)cc1)C(=O)COc1ccccc1[N+](=O)[O-]	-5.2
i	-1.8	CC1(C)O[C@@H]2[C@H](O1)[C@@H](COS(=O)(=O)O)O[C@H]2n1ccc(=O)[nH]c1=O	-3.4
i	3.1	Cc1noc(C)c1C(=O)NC(Cc1c[nH]c2ccccc12)C(=O)O (stereo not given)	-0.4
i	-1.1	O=S(=O)(c1ccc2ccccc2c1)N1CCN(S(=O)(=O)c2c(F)cccc2F)CC1	2.5
i	-4.3	COc1ccc2c(c1)OC[C@H]1[C@H]2N2C(=O)CN(C)C(=O)[C@@]2(C)[C@H]1c1ccccc1	-9.0
i	-1.2	Cc1ccc2nc(SCC(=O)NC3CCS(=O)(=O)C3)[nH]c2c1 (stereo not given)	-3.1
i	-2.0	Cc1cn([C@H](C(=O)NCCCCCCCCCCC(=O)N2CCNCC2)[C@@H](C)O)nn1	7.5
i	-2.8	Cc1cc(-n2nc(C)cc2C)nc(NS(=O)(=O)c2ccccc2)n1	-2.5
i	-1.5	CC(C)(C)c1cc(-c2nc(N)nc(N)n2)c(O)c(C(C)(C)C)c1	3.3
i	3.5	CCCCN(C(=O)C(C)N1C(=O)c2ccccc2C1=O)c1c(N)n(CC(C)C)c(=O)[nH]c1=O (stereo not given)	-6.7
i	-0.5	CCOc1ccc(NC(=O)CN(C)C(=O)Cc2n[nH]c(=O)c3ccccc23)cc1OCC	-3.5
i	-0.9	CC(=O)Nc1ccc(S(=O)(=O)Nc2ccc(N3CCCCC3)cc2)cc1	2.4
i	-1.6	COc1ccc(C2=Nn3c(nnc3-c3ccccc3OC)SC2)cc1OC1CCCC1	13.1
i	-1.1	Cc1ccc(NC(=O)c2ccc(=O)[nH]n2)cc1S(=O)(=O)Nc1ccccc1Cl	4.1
i	4.2	COc1ccc(-c2sc3cc(OC)c(OC)cc3c2C#CC2(O)CCCCC2)cc1	14.9
i	5.4	O=C(CN1CCCCC1)N1c2ccccc2Sc2ccc(C(F)(F)F)cc21	0.9
i	0.7	COc1ccc(N2CCN(C(=O)CN3C(=O)NC4(CCCCCC4)C3=O)CC2)cc1	1.4
i	-1.5	COc1ccc(CCNC(=O)COC(=O)C2CC2C)cc1 (stereo not given)	-6.2
i	-0.6	CCOc1ncccc1C(=O)OCC(=O)Nc1cccc(S(=O)(=O)N2CCCCCC2)c1	0.7
i	16.8	COc1ccc(C(=O)Nc2cccc(S(=O)(=O)NC3=NCCCCC3)c2)cc1	8.9
i	-1.3	COc1ccccc1C(=O)NC(=O)CSc1nnnn1C	4.2
i	0.0	COc1cccc(-c2ncc3ccccc3c2CO)c1	36.1
i	-1.1	Cc1nn(-c2ccc(Cl)cc2)c(N)c1C(O)(CSc1nccn1C)C(F)(F)F (stereo not given)	-2.1
i	-0.4	C=C[C@@H]1c2cc(C)ccc2N(S(=O)(=O)c2ccc(C)cc2)[C@H](c2ccccc2)C1(C#N)S(=O)(=O)c1ccccc1 (stereo not given in full)	1.9
i	-1.1	C=C1C(=O)O[C@@]23[C@H]1CC[C@@H](C)[C@@H]2CC[C@@]1(C)O[C@@H]31	0.0
i	-1.2	C[C@H]1CN=C(N(C)C)N1CCc1ccccc1	10.2
i	-4.0	COc1ccc(NC(=O)[C@@H]2CCCN2S(=O)(=O)c2cccc3cccnc23)cc1	-8.4
i	-1.1	CC(C)=C[C@H]1C[C@H](C)[C@H]2CC[C@H](C)c3c(O[C@@H]4OC[C@@H](O)[C@H](O)C4O)c(O)c(C)c1c32 (stereo not given in full)	5.2
i	-1.1	C=CCC[C@H](Cc1ccc(F)cc1)C(=O)OC[C@@H](NC(=O)[C@@H](CC=C)CC(=O)N(CCO)Cc1ccccc1)C(C)(C)C	19.3
i	9.2	CN(C(=O)COC(=O)c1ccc2c(c1)OCO2)C1CCCCC1	-3.5
i	-2.5	O=[N+]([O-])c1cc(S(=O)(=O)N2CCOCC2)ccc1NS(=O)(=O)c1ccccc1	0.4

Among those listed so far, these contain a Cl atom:
KCNK3 block	GSK3A inh	canonical_smiles	Dyrk1A ADPGlo
i	-1.2	C[C@@H](C(=O)Nc1ccc(OC(F)F)c(Cl)c1)N1C(=O)C2CC=CCC2C1=O (stereo not given in full)	4.0
i	0.4	COc1ccc(Cl)cc1NC(=O)CN(C)C(=O)CN1C(=O)NC(C)(C)C1=O	-1.2
i	-1.1	Cc1ccc(NC(=O)c2ccc(=O)[nH]n2)cc1S(=O)(=O)Nc1ccccc1Cl	4.1
i	-1.1	Cc1nn(-c2ccc(Cl)cc2)c(N)c1C(O)(CSc1nccn1C)C(F)(F)F (stereo not given)	-2.1

Next results
KCNK3 block	GSK3A inh	canonical_smiles	Dyrk1A ADPGlo
i	-4.3	Cc1ccccc1OCC(=O)N(Cc1ccco1)c1c(N)n(Cc2ccccc2)c(=O)[nH]c1=O	1.1
i	-2.1	CC(C)N(C(=O)CSc1nnc(NC2CC2)s1)c1ccccc1	-2.8
i	-6.5	CC(C)(C)c1ccc(C(=O)NC(=O)COC(=O)CCS(=O)(=O)c2ccccc2)cc1	0.2
i	-0.2	CC(C)(C)c1cc(OC(=O)c2ccncc2)ccc1O	-3.4
i	-4.1	O=C(NCC1COc2ccccc2O1)c1ccc(Cl)c(S(=O)(=O)N2CCCC2)c1 (stereo not given)	5.6
i	1.2	Cc1ccc(C(=O)OCC(=O)N2CCCCCC2)c(O)c1	-0.7
i	-0.7	CC(C)(C)c1ccc(NC(=O)C2=CN3CCS(=O)(=O)N=C3C=C2)cc1	-1.8
i	-0.8	COc1cccc(NC(=O)CCc2ccccc2)c1	11.2

The list goes on; the last two above are carried over.
KCNK3 block	GSK3A inh	canonical_smiles	Dyrk1A ADPGlo
i	-0.7	CC(C)(C)c1ccc(NC(=O)C2=CN3CCS(=O)(=O)N=C3C=C2)cc1	-1.8
i	-0.8	COc1cccc(NC(=O)CCc2ccccc2)c1	11.2
i	-1.4	COc1cccc(C(=O)NCC(=O)OC(C)C(=O)NC23CC4CC(CC(C4)C2)C3)c1 (stereo not given)	0.2
i	2.4	C[C@H](CO)N1C[C@H](C)[C@@H](CN(C)Cc2ccc3c(c2)OCO3)Oc2c(NC(=O)Cc3ccccc3)cccc2C1=O	-14.7
i	-1.7	C[C@@H]1CN([C@@H](C)CO)C(=O)c2cc(NC(=O)C3CC3)ccc2O[C@@H]1CN(C)C(=O)NC1CCCCC1	-8.8
i	0.0	COc1ccc(C(=O)OCC(=O)N2CCOCC2)cc1S(=O)(=O)N1CCOCC1	-6.7
i	5.7	CCOc1ccc(NC(=O)COC(=O)CSCC(=O)Nc2ccc(C)cc2C)cc1	0.7
i	-1.4	O=C(COC(=O)COc1ccc(Br)cc1)NC1CCCC1	0.1
i	-5.3	CCc1ccc(NC(=O)COC(=O)CC2CCCC2)cc1	1.9
i	2.3	CCC(CO)Oc1cc(NCc2cccnc2)c2ncn(C(C)C)c2c1 (stereo not given)	14.7
i	-0.3	Cc1onc(-c2ccccc2Cl)c1C(=O)Oc1cc(N)n(S(=O)(=O)c2ccc(F)cc2)n1	-0.4
i	0.3	O=C(C[C@H]1C/C=C\CCCC(=O)OC[C@H]2CCCN2C1=O)NCCO	5.4
i	-0.7	O=C(NCc1cccnc1)C1CCN(S(=O)(=O)c2cc([N+](=O)[O-])ccc2Cl)CC1	4.4
i	-0.5	C[C@@]12C(=O)Nc3cc(Cl)ccc3C(=O)N1[C@H]1c3ccccc3OC[C@@H]1[C@@H]2c1ccccc1	11.4
i	-4.7	C[C@@H]1COC(=O)[C@@H](Cc2ccc(F)cc2)C/C=C\C[C@@H](CC(=O)N[C@H](CO)Cc2ccccc2)C(=O)N1	-6.0
i	-1.6	C[C@H]1CN=C(N(C)C)N1CCCC1CCCCC1	4.9
i	-0.4	CC(C(=O)OCC(=O)Nc1ccc(S(N)(=O)=O)cc1)N1C(=O)c2ccccc2C1=O (stereo not given)	-7.2
i	-1.6	CC1CC(C)CN(C(=O)CN2C(=O)NC3(CCCCCCC3)C2=O)C1 (stereo not given)	-6.1
i	-0.8	C[C@@H]1CN([C@H](C)CO)C(=O)c2cccc(NS(=O)(=O)c3ccccc3)c2O[C@H]1CN(C)C	-7.3
i	-0.8	O=C(NC1CCCCC1)C(c1ccncc1)N(C(=O)Cn1nnc(-c2cccs2)n1)C1CCCC1 (stereo not given)	4.4
i	4.5	OCC[C@H]1C[C@@H](O)[C@H](O)[C@]2(CCc3ccccc3CO2)O1	-0.9
i	28.8	O=C(COc1ccccc1Cc1ccccc1)Nc1cccnc1	-4.8
i	-1.8	c1ccc(-c2cncnc2)cc1	-1.0
i	-0.6	Cc1cc(C)c(NC(=O)CN2C(=O)NC3(CCc4ccccc43)C2=O)c(Cl)c1 (stereo not given)	0.3
i	3.4	COC(=O)c1ccc(CSc2nc3c(cnn3-c3ccc(F)cc3)c(=O)[nH]2)o1	-0.5
i	-5.9	COc1ccc(Br)c(C(=O)OCC(=O)NC2CCCCCC2)c1	5.5
i	-4.1	Cc1nnc(SC(C)C(=O)Nc2ccc(Cl)cc2Cl)[nH]c1=O (stereo not given)	3.5
i	19.6	Cc1ccc(NC(=O)C(C)OC(=O)COc2cccc(C(F)(F)F)c2)cc1 (stereo not given)	5.6
i	-0.6	COc1ccc([C@H]2CC(=O)C=C(c3ccc4c(c3)OCO4)C2)cc1	3.2
i	-10.3	CCC(Oc1ccccc1)C(=O)Nc1nnc(C(F)(F)F)s1 (stereo not given)	-4.3
i	-3.1	COc1ccc(F)cc1C(=O)COC(=O)c1n[nH]c(=O)c2ccccc12	0.9
i	-1.7	COc1cc2cc(CCCOC(=O)c3ccco3)oc(=O)c2cc1OC	6.0
i	-0.2	Nc1ccn(CC(=O)NCc2ccc3[nH]ccc3c2)c(=O)n1	11.6
i	-1.6	COc1ccc2c(C#CCCO)c(-c3ccc(S(C)(=O)=O)cc3)sc2c1	56.4*
i	-1.9	Cc1c(NS(=O)(=O)c2cccc(C(=O)Nc3ccccc3)c2)c(=O)n(-c2ccccc2)n1C	2.8
i	-1.7	CN1CCN(CC(C)(C)NS(=O)(=O)c2ccccc2)CC1	0.0
i	-5.2	CCOC(=O)C1=C(COC(=O)CCNS(=O)(=O)c2ccc(C)c(C)c2)NC(=O)NC1C (stereo not given)	9.2
i	-4.0	COc1ccc(-n2c(=O)c(CCC(=O)N3CCC(C)CC3)nc3ccccc32)cc1	4.3
i	-41.7	CN1CCN(C(=O)CNC(=O)C23CC4CC(CC(C4)C2)C3)CC1	-1.7
i	1.9	CC(C)(C)Nc1nc(NC(C)(C)C)nc(-n2ccnc2)n1	-0.7
i	-2.6	c1ccc2[nH]c(CN3CCN(c4ncnc5c4oc4ccccc45)CC3)nc2c1	6.4
i	-2.9	COCO/C=C(\NC(C)=O)c1ccccc1	-1.6
i	-2.3	O=C(CCC1CCCC1)NNC(=O)c1ccc(F)cc1	3.7
i	3.7	CCN(C[C@H]1N[C@@](CC)(C(=O)OC)[C@H]2C(=O)N(Cc3ccccc3)C(=O)[C@@H]12)S(=O)(=O)c1ccc(C(F)(F)F)cc1	-2.8
i	-3.5	COc1ccccc1-c1sc2cc3c(cc2c1-c1ccc2c(c1)OCO2)OCO3	0.9
i	-3.5	O=C(CNC(=O)c1ccc(Cl)cc1Cl)NCc1ccccn1	-1.6
i	-1.7	CC(C)NC(=O)N(C)C[C@H]1Oc2ccc(NS(=O)(=O)c3cn(C)cn3)cc2C(=O)N([C@H](C)CO)C[C@@H]1C	-0.6
